G6PDH counter – L. mesenteroides G6PDH inhibition counter-screen; 0.12% of 200,000 active; AID 1020; Purified L. mesenteroides G6PDH, diaphorase/resazurin coupled fluorescence, 45 min; inhibition, % at 5 µM; in the data active means inhibition above about 50%
PPARg SRC-2 ag – promotes SRC-2 coactivator recruitment by human PPARgamma; P37231; PPARgamma LBD-SRC-2 recruitment, biochemical; activation, % at 8 µM; 0.34% of 200,000 active; AID 1032; in the data active means activation above about 22%;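 further: 0% = vehicle and 100% = reference agonist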
PMI activator – activators of human phosphomannose isomerase. P34949. purified human PMI, coupled resazurin fluorescence, 20 min; stronger effect = higher value; 1 = vehicle control, 0 substrate-free wells. activation factor at 20 µM. 0.005% of 190,000 active. AID 1214;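 active means activation factor of 2 or more at 20 µM, relative to plate controls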
Target sequence (P34949 whole entry, looked up): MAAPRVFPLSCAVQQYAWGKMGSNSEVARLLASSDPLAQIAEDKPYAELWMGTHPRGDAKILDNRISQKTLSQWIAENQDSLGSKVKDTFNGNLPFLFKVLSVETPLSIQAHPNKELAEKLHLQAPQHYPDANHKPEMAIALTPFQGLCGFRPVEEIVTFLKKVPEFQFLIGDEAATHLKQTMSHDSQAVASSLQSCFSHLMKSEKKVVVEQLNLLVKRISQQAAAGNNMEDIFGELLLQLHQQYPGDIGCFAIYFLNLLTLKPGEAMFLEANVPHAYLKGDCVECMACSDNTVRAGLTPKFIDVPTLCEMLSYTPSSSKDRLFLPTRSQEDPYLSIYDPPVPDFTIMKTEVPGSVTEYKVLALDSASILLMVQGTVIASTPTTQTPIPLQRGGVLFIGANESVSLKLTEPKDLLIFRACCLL
Diaph act CS – diaphorase activation or chemical reduction counter-screen. Diaphorase/resazurin coupled assay, resorufin fluorescence, 16 min; stronger effect = higher value; 1 = vehicle wells, 0 = NADH-free wells. activation factor at 20 µM. 0.005% of 190,000 active;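 active means diaphorase activity raised at least twofold by the compound at 20 µM; inactive means activation factor below 2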
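Material: Clostridium kluyveri diaphorase, purified enzyme; Quantity: enzyme 0.07 U/mL final; Medium: HEPES pH 7.4 buffer with MgCl2 and Tween 20; Dosing: single compound dose of 20 µM, 1% DMSO final; Schedule: 16 min reaction at room temperature; Measured by: red resorufin fluorescence at 544/590 nm excitation/emission.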
PPARg SRC-3 ag – agonists of human PPARgamma SRC-3 coactivator recruitment. activation, % at 8 µM. biochemical PPARgamma/SRC-3 coactivator recruitment assay. AID 731. 0.26% of 200,000 active; in the data active means activation above about 23%;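 further: 0% = DMSO and 100% = reference agonist; some compounds past the cut are filed as inactive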
TR-FRET SRC-2 ct – flags TR-FRET format artefacts in PPARgamma SRC-2 recruitment agonist screen. TR-FRET artefact counter-screen; stronger effect = higher value. TR-FRET ratio at 8 µM. 0.4% of 200,000 active; in the data active means TR-FRET ratio above about 2000; further: inactives centre near 1500
PMI act hi M6P – activators of human phosphomannose isomerase at near-saturating mannose 6-phosphate; P34949; coupled PMI enzyme assay, resazurin fluorescence, 20 min; stronger effect = higher value; 1 = untreated enzyme, 0 = substrate-free blank; activation factor at 20 µM; 0.34% of 190,000 active;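 active means activation factor of 2 or more at 20 µM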
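Test system: human phosphomannose isomerase with PGI, G6PDH, diaphorase coupling enzymes; Amount: PMI at 15 ng/mL final; Reagent: Mannose-6-phosphate 1.0 mM (near-saturating) plus 0.22 mM NADP+; Timing: 20 min, room temperature; Technique: resorufin fluorescence at Ex 544/Em 590 nm; Dosing: 20 µM single dose.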
ROMK mod – modulates human ROMK potassium channel activity. Tet-inducible ROMK, thallium flux fluorescence; actives lie on both sides. P48048. 2% of 130,000 active. B-score at 10 µM;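 active means signal ratio slope over the read window, or its plate-corrected B-score, at least 3 SD from the plate mean, either direction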;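 further: B-score of the F/F0 ratio slope over 7 to 12 s after thallium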
S1P3 antag – S1P3 (human) receptor antagonism. inhibition, % at 4.98 µM. AID 485. Q99500. CHO S1P3 NFAT-BLA reporter, FRET fluorescence, antagonist mode. 0.27% of 170,000 active;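 active means inhibition above the plate cutoff, the mean inhibition of test wells on that plate plus 3 SD, cut at about 28% in these data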;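 further: cells challenged with S1P at its EC80 of 0.8 µM; blue over green emission ratio from cleaved BLA substrate after 4 h stimulation; 0% = S1P-stimulated wells and 100% = unstimulated DMSO-only wells; some compounds past the cut are filed as inactive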
Target sequence (Q99500 whole entry, looked up): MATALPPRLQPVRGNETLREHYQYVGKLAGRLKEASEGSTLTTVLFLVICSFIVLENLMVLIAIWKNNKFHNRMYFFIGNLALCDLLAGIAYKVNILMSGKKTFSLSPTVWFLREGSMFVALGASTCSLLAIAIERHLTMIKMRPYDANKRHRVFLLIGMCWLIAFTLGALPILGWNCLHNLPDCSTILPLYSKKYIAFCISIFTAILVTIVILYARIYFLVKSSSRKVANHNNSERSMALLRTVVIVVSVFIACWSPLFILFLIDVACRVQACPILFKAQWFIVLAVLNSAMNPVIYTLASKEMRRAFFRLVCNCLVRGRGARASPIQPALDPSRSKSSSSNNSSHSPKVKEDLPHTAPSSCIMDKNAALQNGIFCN
Diaphorase inh – inhibits diaphorase or chemically oxidizes, flagging diaphorase assay artifacts; AID 1217; diaphorase resazurin-to-resorufin fluorescence, NADH, 16 min; bacterial (C. kluyveri) enzyme, not human; inhibition, % at 20 µM; 0.69% of 190,000 active;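 active means primary screen inhibition at 20 µM above a set limit, cut at about 50% in these data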;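 further: plate controls were DMSO with full reaction for no effect and wells lacking NADH for full effect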
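controls = No-NADH positive control and DMSO neutral control | system = Clostridium kluyveri diaphorase enzyme | timing = reaction incubation of 16 min at room temperature | signal = resorufin fluorescence 544/590 nm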
PPARg SRC-1 ag – agonists of human PPARgamma SRC-1 coactivator recruitment. P37231. PPARgamma-SRC-1 coactivator recruitment biochemical assay. activation, % at 8 µM. 0.41% of 200,000 active. AID 631; in the data active means activation above about 19%;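 further: 0% = DMSO and 100% = reference agonist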
Active calls of the source: *; / = not tested or not shown. This is a random part of the collection; 3.3% or so of the library scored in one or more.

item	Compound	S1P3 antag	PPARg SRC-3 ag	ROMK mod	Diaph act CS	PPARg SRC-2 ag	TR-FRET SRC-2 ct	PMI act hi M6P	G6PDH counter	PPARg SRC-1 ag	PMI activator	Diaphorase inh
1	COC(=O)[C@H](CCSC)NC(=O)NCCc1ccc(F)cc1	/	7	0.055	0.9	1	1492	1	-2	1	1	5
2	COc1ccc(NC(=O)Cn2c(=O)n(-c3ccc(CC(=O)NCc4ccco4)cc3)c(=O)c3ccccc32)cc1	-26	-4	-0.032	1	-1	1243	1	1	-3	1	4
3	NC(=O)c1ccc(NC(=O)c2ccccc2S(=O)(=O)c2ccccc2[N+](=O)[O-])cc1	-1	6	/	1	-1	1473	1.1	1	-3	1.1	2
4	CCc1ccc(NC(=O)c2cc(C(C)C)on2)cc1	15	11	/	0.9	7	1461	0.9	5	9	0.9	14
5	O=C(NNc1ccccc1)C(=O)NNS(=O)(=O)c1ccc([N+](=O)[O-])cc1	11	-4	-1	0.9	0	1575	1.6	1	-3	1.5	12
6	O=C(NCc1ccccc1)c1ccc(CN2CCOCC2)cc1	-8	-4	/	1.1	1	1516	1.1	0	4	1.1	-6
7	CCn1nnnc1SCC(=O)c1ccc2c(c1)OCCO2	/	-1	/	1	11	1619	1	5	3	1	1
8	O=C(N/N=C\c1ccc2c(c1)OCO2)c1ccco1	-8	3	/	0.8	-3	1545	0.9	-6	17	0.9	22
9	CC1CC(=O)Nc2ccccc2N1C(=O)CN1CCN(c2ccccc2)CC1 (centres undefined)	-21	1	1.2	1	-2	1426	1	5	2	1	2
10	CCOCCCNC(=O)c1c[nH]c2cc(C)ccc2c1=O	18	-6	/	1.2	2	1427	1.1	15	-3	1.1	-20
11	COc1ccc(-c2ccc(C(c3c(C)[nH][nH]c3=O)c3c(C)[nH][nH]c3=O)o2)c([N+](=O)[O-])c1	-31	4	-0.023	0.6	11	1601	1	35	3	1.1	39
12	Cc1cc(N2CCN(Cc3ccc4c(c3)OCO4)CC2)n2ncnc2n1	-18	1	/	1	12	1602	1	0	2	1	0
13	COc1cccc(NC(=O)COC(=O)c2ccccc2C(=O)N2CCN(c3ccccc3)CC2)c1	5	8	-0.046	0.8	-2	1461	0.9	-1	13	0.9	20
14	CN(CC(=O)NC(=O)NCc1ccccc1)Cc1cccc(Cl)c1Cl	9	6	0.9	0.7	7	1699	0.8	4	3	0.8	26
15	COc1ccc(NC(=O)CSCC(=O)NCCc2ccccn2)cc1	-18	-1	0.1	1.1	-7	1675	1	-1	-5	1.1	-5

Brought forward from above: four entries, then new ones.
item	Compound	S1P3 antag	PPARg SRC-3 ag	ROMK mod	Diaph act CS	PPARg SRC-2 ag	TR-FRET SRC-2 ct	PMI act hi M6P	G6PDH counter	PPARg SRC-1 ag	PMI activator	Diaphorase inh
12	Cc1cc(N2CCN(Cc3ccc4c(c3)OCO4)CC2)n2ncnc2n1	-18	1	/	1	12	1602	1	0	2	1	0
13	COc1cccc(NC(=O)COC(=O)c2ccccc2C(=O)N2CCN(c3ccccc3)CC2)c1	5	8	-0.046	0.8	-2	1461	0.9	-1	13	0.9	20
14	CN(CC(=O)NC(=O)NCc1ccccc1)Cc1cccc(Cl)c1Cl	9	6	0.9	0.7	7	1699	0.8	4	3	0.8	26
15	COc1ccc(NC(=O)CSCC(=O)NCCc2ccccn2)cc1	-18	-1	0.1	1.1	-7	1675	1	-1	-5	1.1	-5
16	COC(=O)Cn1ncc2c(C)n(Cc3ccccc3)c(C)c2c1=O	0	6	/	1	0	1327	1.1	-8	-2	1	3
17	Cc1ccc(SCC(=O)Nc2ccc(S(N)(=O)=O)cc2)cc1	-4	3	0.16	0.8	9	1715	0.9	14	9	0.9	20
18	O=C(O)[C@@H](O)c1ccccc1	-7	5	/	1.1	-2	1508	1	-2	-2	1	-8
19	CCCn1nnnc1SCC(=O)NNC(=O)c1ccco1	1	-2	-0.15	1	-1	1338	1	-2	1	1	-2
20	COCCNC(=O)CS(=O)Cc1nc(-c2ccc(OC)cc2)oc1C (centres undefined)	-6	-4	/	0.8	1	1537	1	8	0	0.9	18
21	O=C(COc1ccc(Cl)cc1)NC1CCSC1=O (centres undefined)	13	-5	-0.034	1	-9	1332	1.1	3	-4	1	4
22	CC(C)C[C@H](N)c1nnc(S(=O)(=O)Cc2ccc(F)cc2)o1	-15	-4	/	1.1	3	1500	1.3	10	4	1.3	-11
23	Cc1cc(C)c2nc(NCCCNC(=S)NCCCN(C)C)c(C#N)cc2c1	-52	4	-2.8	1.3	5	1626	1.1	3	5	1.1	-25
24	O=C1CC(C(=O)Nc2ccccc2)N=C(N2CCOCC2)N1 (centres undefined)	-14	7	/	1	1	1570	0.9	-1	0	0.9	5
25	Cc1ccc2c(c1)c1c(n2CC(O)CN2C(=O)CNC2=O)C(=O)CCC1 (centres undefined)	-15	1	/	0.9	2	1679	1	1	1	1	13
26	CSc1ccc(/C=C(/NC(=O)c2ccccc2)C(=O)N2CCN(C)CC2)cc1	-22	-4	1.2	1	0	1485	1	1	-3	1.1	4
27	Cc1ccc2[nH]c3c(c2c1)CCCC3=O	/	-6	/	1.1	-6	1451	1	-14	0	0.9	-6
28	C/[N+]([O-])=C\c1ccc([N+](=O)[O-])o1	3	5	0.43	0.7	8	1812	0.6	7	5	1.1	31
29	Cc1c(C(=O)Nc2c(C)n(C)n(-c3ccccc3)c2=O)oc2ccccc12	1	4	/	0.9	10	1537	0.9	-11	-1	0.9	12
30	Cc1nc(CN2CCN(C(=O)c3ccc(Br)cc3)CC2)cs1	-19	4	/	0.9	-1	1549	1	-8	-1	0.9	12

An excerpt of these results, with each value named:
18. O=C(O)[C@@H](O)c1ccccc1
  S1P3 antag = -7	PPARg SRC-3 ag = 5	ROMK mod = /	Diaph act CS = 1.1	PPARg SRC-2 ag = -2	TR-FRET SRC-2 ct = 1508	PMI act hi M6P = 1	G6PDH counter = -2	PPARg SRC-1 ag = -2	PMI activator = 1	Diaphorase inh = -8

19. CCCn1nnnc1SCC(=O)NNC(=O)c1ccco1
  S1P3 antag = 1	PPARg SRC-3 ag = -2	ROMK mod = -0.15	Diaph act CS = 1	PPARg SRC-2 ag = -1	TR-FRET SRC-2 ct = 1338	PMI act hi M6P = 1	G6PDH counter = -2	PPARg SRC-1 ag = 1	PMI activator = 1	Diaphorase inh = -2

Next section:
item	Compound	S1P3 antag	PPARg SRC-3 ag	ROMK mod	Diaph act CS	PPARg SRC-2 ag	TR-FRET SRC-2 ct	PMI act hi M6P	G6PDH counter	PPARg SRC-1 ag	PMI activator	Diaphorase inh
31	Cc1ccc(S(=O)(=O)NNC2=NCCCCC2)cc1	10	6	0.88	0.9	-2	1676	1	3	1	1	6
32	O=C(COC(=O)/C=C/c1ccc(F)cc1)Nc1ccc(Cl)cn1	-11	3	0.065	1	-8	1529	1	0	16	1.1	-3
33	NC(=O)[C@@H]1CCCNc2c(I)cc([N+](=O)[O-])cc2C(=O)N[C@@H](CO)C(=O)NCC(=O)N1	7	2	-0.0005	0.9	13	1458	1.1	10	3	1.1	9
34	Cc1ccccc1NC(=O)NCc1ccc2c(c1)OCO2	2	1	0.21	0.9	-5	1402	0.9	16	-4	0.9	7
35	O=S(=O)(NCc1cn2ccsc2n1)c1ccc(Oc2ccccc2)cc1	7	-4	-1.2	0.9	1	1465	1	-1	-5	1	11
36	CC(=O)Oc1cccc(-c2nc3ccccc3c(=O)o2)c1	-12	2	1.1	0.9	-4	1308	1	0	-3	1	14
37	Cc1ccc2c(c1)-c1c(cnn1CC(=O)O)CO2	6	-2	/	0.9	-12	1410	0.9	3	-8	0.9	10
38	O=C(NC1CCNCC1)C1CC1	-2	5	0.14	0.9	4	1387	0.9	22	3	0.8	13
39	OCCSc1nc(-c2cccnc2)nc2ccccc12	/	-5	-1.2	0.9	3	1724	1	11	4	1.1	13
40	COc1ccc(NC(=S)Nc2ccc(C)c(S(=O)(=O)N3CCCCC3)c2)cc1	-13	2	-0.48	0.9	1	1668	1	-8	-7	1	10
41	CCn1c(COc2cccc(OC)c2)nnc1SCC(=O)Nc1ccccc1C(=O)OC	9	-5	-0.71	1	3	1346	1.1	8	0	1.1	-1
42	COc1nc(Nc2ccc(C(C)C)cc2)nc(OC)n1	/	11	0.057	0.9	4	1469	1	7	-5	1	6
43	O=C(OCc1cc([N+](=O)[O-])cc2c1OCOC2)c1ccccn1	-18	3	0.21	0.9	7	1589	1	4	0	1	6
44	CCC(CC)C(=O)c1c[nH]c(C(=O)N2CCN(c3ccccc3F)CC2)c1	-8	-3	-0.59	0.9	3	1779	1	1	3	0.9	6
45	CCOc1cccc2sc(=NC(=O)c3ccc(S(=O)(=O)N4CCOCC4)cc3)n(C)c12	/	7	-0.26	0.9	1	1457	1	-6	8	1	14
46	Cc1ccc(C(=O)c2c(NC(=O)c3cccnc3)sc3c2CCCC3)cc1	/	4	/	0.9	7	1547	1	11	-5	1	11
47	Cc1cccc(-n2ncc3c(NCc4ccccn4)ncnc32)c1	22	6	-0.13	0.9	6	1659	1	13	1	1	11
48	C/C=C1\C(OC2OC(CO)C(O)C(O)C2O)OC=C(C(=O)OC)C1CC(=O)OCC1C(C)C(OC(=O)CC2C(C(=O)OC)=COC(OC3OC(CO)C(O)C(O)C3O)/C2=C\C)CC1C(CO)CO (centres undefined)	-16	0	/	1	-5	1523	0.7	29	3	0.9	0
49	Cc1ccc2nc(C)/c(=N\O)c(C)nc2c1	/	-3	/	0.9	2	1466	1	6	-2	0.9	13
50	CCCn1c(=N)c(C(=O)NCC2CCCO2)cc2c(=O)n3cccc(C)c3nc21 (centres undefined)	-7	-6	-0.044	0.9	-1	1454	0.9	15	0	0.9	14
51	O=C(NCC1CCCO1)c1ccc(N2CCCCC2)nc1 (centres undefined)	-12	11	/	0.9	10	1690	0.9	13	12	0.9	10
52	O=C(Nc1ccc(N2CCOCC2)cc1)C1CCCN(S(=O)(=O)c2cccc(C(F)(F)F)c2)C1 (centres undefined)	-5	7	/	0.9	11	1842	0.9	8	10	1	11
53	COc1cccc(/C=N/Nc2ncnc(N)c2[N+](=O)[O-])c1OC	/	-1	-0.0015	0.9	3	1631	1	5	5	1	7
54	CC(=O)Nc1ccc(N2N=C(C)C(N=Nc3ccccc3)C2=O)cc1 (centres undefined)	1	1	0.72	0.9	10	1583	1	-8	3	1.1	10
